CHT allo act: CHT positive allosteric modulators, primary screen, cell-based, membrane potential dye, choline EC20; B-score at 10 µM; actives 0.49% (n = 310,000); AID 488977, 2010; CHT-expressing cells; hits give high values; LV-AA mutant CHT in HEK293 cells;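 active = initial fluorescence not abnormally high and integrated response B-score, plate-corrected, over 3 SD above library mean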
Target sequence (Q9GZV3 whole entry, looked up): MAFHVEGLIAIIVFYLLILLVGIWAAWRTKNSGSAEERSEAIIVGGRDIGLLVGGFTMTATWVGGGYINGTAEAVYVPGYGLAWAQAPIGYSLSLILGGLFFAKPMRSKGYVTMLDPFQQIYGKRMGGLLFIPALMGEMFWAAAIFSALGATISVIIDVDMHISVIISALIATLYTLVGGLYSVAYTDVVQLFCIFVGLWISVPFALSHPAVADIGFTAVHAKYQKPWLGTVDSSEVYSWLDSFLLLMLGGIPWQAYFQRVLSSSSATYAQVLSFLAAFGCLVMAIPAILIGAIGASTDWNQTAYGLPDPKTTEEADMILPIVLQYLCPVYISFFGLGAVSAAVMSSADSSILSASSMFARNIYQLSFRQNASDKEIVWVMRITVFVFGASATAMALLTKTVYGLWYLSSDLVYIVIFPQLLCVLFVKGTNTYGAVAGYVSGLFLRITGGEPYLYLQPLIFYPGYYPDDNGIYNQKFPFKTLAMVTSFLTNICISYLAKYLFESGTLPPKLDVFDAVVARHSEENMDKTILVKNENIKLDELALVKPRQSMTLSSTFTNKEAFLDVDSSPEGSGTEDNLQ
CHT block: inhibitors of human choline transporter CHT; High affinity choline transporter 1 (Homo sapiens), Q9GZV3; CHT-expressing cells, membrane potential dye, choline response; hits give low values; B-score at 10 µM; actives 0.86% (n = 310,000);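 active = B-score over 3 SD under the library average, and starting fluorescence ratio not unusually high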;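 note: choline stimulus applied at its EC90 after an EC20 pre-addition; B-score computed on integrated fluorescence ratio after choline addition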
Starred values were filed as active, the others as inactive; i = inactive.

SMILES | CHT allo act | CHT block
Cc1cccc2cc(CN(CCCO)C(=O)Nc3ccccc3Cl)c(=O)[nH]c12 | i | i
O=C(Nc1nnc(S(=O)(=O)Cc2ccc(F)cc2)s1)c1ccccc1F | i | i
COc1ccc(-c2cnnc(N/N=C/c3ccc(O)c(O)c3)n2)cc1 | i | i
Cc1c(O)ccc(C(=O)CN2CCN(c3ccccc3)CC2)c1O | i | i
O=C(O)c1ccc2nc(-c3ccccc3)c(-c3ccccc3)nc2c1 | i | i
CC(C(=O)Nc1ccc2c(c1)OCCO2)c1ccc([N+](=O)[O-])cc1 (centres undefined) | i | i
O=C(C(c1ccccc1)c1ccccc1)N1CCN(c2ccccn2)CC1 | i | i
CCc1nc2ccc(C(=O)NCCc3ccc(OC)cc3)cc2nc1CC | i | i
Cc1ccc(C(=O)N(CC(=O)Nc2ccc(Cl)c(Cl)c2)Cc2ccco2)cc1 | i | i
CCOC(=O)c1ccc(N2C(=O)C=C(N3CCOCC3)C2=O)cc1 | i | i
CCOc1ccc(-c2[nH]ncc2-c2ccc(Cl)cc2)c(O)c1 | i | i
C=CCNc1nc(-c2sc(NC(=O)CC)nc2C)cs1 | i | i
CC(=O)NC1C(=O)Nc2c1cccc2C(F)(F)F (centres undefined) | i | i
COc1ccc(NC(=O)CSc2nc(N)c3cc4c(nc3n2)CC(C)(C)OC4)cc1 | i | i
COc1ccc(NC(=O)NN2CCN(C)CC2)cc1 | i | i
CC(Oc1cc2oc(=O)c3c(c2cc1Cl)CCC3)C(=O)NCCN1CCOCC1 (centres undefined) | i | i
CCCCOC(=O)Nc1cccc(C(C)=O)c1 | i | i
COc1ccc(C2/C=C\CN(Cc3ccco3)CC(=O)N2Cc2ccc(F)cc2)cc1 (centres undefined) | i | i
COc1ccc(NC(=S)NC(NC(=O)c2cccc(Cl)c2)C(Cl)(Cl)Cl)c([N+](=O)[O-])c1 (centres undefined) | i | i
Cn1cc(CN2CCC(C(=O)N3CCCC3)CC2)c(-c2ccccc2F)n1 | i | i
CCOc1ccc(C(C)=O)cc1N1C(=O)C2C3C=CC(C3=C(C)C)C2C1=O (centres undefined) | i | i
Cc1cc(C)c(S(=O)(=O)N2CCCC(C(=O)NCc3ccccn3)C2)c(C)c1 (centres undefined) | i | i
CC(C)Oc1ccc(CC(=O)NNC(=S)Nc2ccc(Br)cc2)cc1 | i | i
Cc1ccccc1C(=O)c1c[nH]c(C(=O)NCC2CCCO2)c1 (centres undefined) | i | i
Cc1cc(Cl)ccc1OCCCC(=O)NCCN1C(=O)S/C(=C\c2cccnc2)C1=O | i | i
Cc1ccc(-n2c(C)nn(CCOc3ccccc3)c2=O)cc1 | i | i
CC1(C)N([O-])C2=C(c3ccccc3C2=O)[N+](=O)C1(C)C | i | i
O=c1[nH]nc(SCc2nnc(-c3ccc([N+](=O)[O-])cc3)o2)n1C1CCCCC1 | i | i
CCOC(=O)c1nn2c(C(F)(F)F)cc(-c3ccc(OC)cc3)nc2c1Br | i | i
CCn1c(COc2ccccc2C)nnc1SCC(=O)N1CCCCC1 | i | i
COc1cccc(Nc2nnc(SCc3cc([N+](=O)[O-])cc4c3OCOC4)s2)c1 | i | i
O=C(NCc1nc(-c2ccc(C(F)(F)F)cc2)no1)Nc1ccc(OC(F)(F)F)cc1 | i | i
CN1CCN(CCP(=O)(c2ccccc2)c2ccccc2)CC1 | i | i
CS(=O)(=O)N(CC(=O)N1CCOCC1)c1cc(Cl)ccc1Cl | i | i
c1coc(-c2nn3c(-c4ccco4)nnc3s2)c1 | i | i
O=C(O)CC1c2ccccc2CCN1S(=O)(=O)c1ccccc1 (centres undefined) | i | i
Oc1ccc(NC(=S)Nc2ccc(O)cc2)cc1 | i | i
CCOC(=O)c1[nH]c(C)c(C(=O)OCC(=O)N2CCc3ccccc32)c1C | i | i
COC(=O)CC1=C(C(=O)OC)C(c2cccs2)C(C#N)=C(N)O1 (centres undefined) | i | i
O=C(NCc1cccs1)C1CCC(CNS(=O)(=O)c2cccs2)CC1 (centres undefined) | i | i
COc1cc(C2C(C#N)=C(N)Oc3cc(C)n(CCN4CCOCC4)c(=O)c32)cc(OC)c1OC (centres undefined) | i | i
COCCN1CCN(C(=O)C2CCC(=O)N(Cc3ccccc3OC)C2)CC1 (centres undefined) | i | i
N/C(=N\OC(=O)CSc1ccccc1)c1ccc([N+](=O)[O-])cc1 | i | i
N#CCSc1nnc(-c2ccccc2)c(-c2ccccc2)n1 | i | i
COc1ccccc1CN(C)C(=O)c1ccc2c(c1)NC(=O)CS2 | i | i
Cc1cc(NC(=O)c2cccc(F)c2)ncc1NC(=O)c1ccco1 | i | i
CCOC1=C/C(=C/c2c(N)n3nc(CC(=O)N4CCCCC4)sc3nc2=O)C=CC1=O | i | i
CC(C)NC(=O)C(=O)NCCCOC(C)C | i | i
O=C(NC(=S)NCc1ccco1)c1ccc(Br)cc1 | i | i
O=C1N[C@H](Cc2ccccc2)CO1 | i | i

(listing goes on)
SMILES | CHT allo act | CHT block
COc1ccc(CNC(=O)NS(=O)(=O)c2ccc(C)cc2)cc1 | i | i
O=C(c1cc(N2CCOCC2)c(F)cc1[N+](=O)[O-])N1CCOCC1 | i | i
CCC(CC)c1nnc(NC(=O)C2CC(=O)N(C3CCCC3)C2)s1 (centres undefined) | i | i
Cn1c(=O)oc2cc(S(=O)(=O)N3CCc4ccccc4C3)ccc21 | i | i
COc1cccc(C(=O)NC23CC4CC(CC(C4)C2)C3)c1 | i | i
O=C(NCCOc1ccc(F)cc1)C1CCC(=O)N(CCCN2CCCC2=O)C1 (centres undefined) | i | i
COc1ccc(Cl)cc1NC(=O)COC(=O)CCCC1=NS(=O)(=O)c2ccccc2N1 | i | i
CCn1nc(C)c(/C=N\NC(=O)c2ccc3c(c2)OCO3)c1C | i | i
O=S(=O)(Nc1ccc(N2CCOCC2)cc1)c1c(F)cc(F)cc1Br | i | i
COc1ccc(Cl)cc1C(=O)NNC(=S)NC(=O)c1cc(-c2ccc(Cl)cc2)nc2ccccc12 | i | i
CC(=O)c1c(C)[nH]c(C(=O)COC(=O)CNS(=O)(=O)c2ccccc2)c1C | i | i
Cc1ccc(C)c(N2CCN(C(=O)Cn3ncn4cccc4c3=O)CC2)c1 | i | i
Cc1ccccc1CSc1[nH]c(=O)ncc1C | i | i
Cc1ccc(Cn2ccsc2=NC(=O)COC(=O)c2ccc(NC(=O)CC#N)cc2)cc1 | i | i
CCC(=O)Nc1ccc2c(c1)C(=O)N(C)C2=O | i | i
Clc1ccc2nc3ccccn3c2c1 | i | i
N#C/C(=C\c1ccc[nH]1)C(=O)Nc1ccccc1Cl | i | i
CCN(C1CCS(=O)(=O)C1)S(=O)(=O)c1cccc([N+](=O)[O-])c1 (centres undefined) | i | i
Cn1c(OCc2ccc3c(c2)OCO3)nc2c1c(=O)n(Cc1ccc(Cl)c(Cl)c1)c(=O)n2C | i | i
O=C(Nc1cc(Oc2ccc(Cl)cc2)cc([N+](=O)[O-])c1)c1ccco1 | i | i
CSCCC(NS(=O)(=O)c1ccc(Cl)cc1)C(=O)OCC(=O)NC12CC3CC(CC(C3)C1)C2 (centres undefined) | i | i
CC(C)CNC(=O)CSc1nnc2ccccn12 | i | i
CCOC(=O)c1nn(-c2ccc(OCC)cc2)c2nc(-c3ccco3)c(C#N)c(=O)n12 | i | i
Cc1cccc(OCCOCCN2CCNCC2)c1C | i | i
O=C(Nc1cccc(F)c1)C1CCN(S(=O)(=O)c2cccc3nonc23)CC1 | i | i
COCCNC(=O)C1(C(F)(F)F)CC(CCCO)CCCO1 (centres undefined) | i | i
N/C(=N\OC(=O)CCc1ccccc1)c1ccc(Cl)cc1 | i | i
CCN(CC(=O)NC)S(=O)(=O)c1ccc(Br)cc1 | i | i
CC1=NN(c2nc3ccccc3s2)C(O)(C(F)(F)F)C1 (centres undefined) | i | i
O=[N+]([O-])c1cccc(S(=O)(=O)N2CCCCC2)c1 | i | i

Shown field by field: two of the compounds above
O=C(Nc1cccc(F)c1)C1CCN(S(=O)(=O)c2cccc3nonc23)CC1
  CHT allo act: i
  CHT block: i
O=[N+]([O-])c1cccc(S(=O)(=O)N2CCCCC2)c1
  CHT allo act: i
  CHT block: i

Continued:
SMILES | CHT allo act | CHT block
O=C1N(S(=O)(=O)c2ccccc2F)C(=O)C2(CCCC2)N1S(=O)(=O)c1ccccc1F | i | i
O=[N+]([O-])c1ccc(N2CCCCC2)c(-c2nn[nH]n2)c1 | i | i
O=C(NCCCN1CCOCC1)c1ccccc1NS(=O)(=O)c1ccc(F)cc1 | i | i
COc1ccc(OC)c(CCNC(=O)CCc2cn(C)c3ccccc23)c1 | i | i
CCOC(=O)c1c(NC(=O)Cc2ccccc2)sc2c1CCN(C)C2 | i | i
Cc1cccc(NC(=S)N=Nc2c(O)[nH]c3ccccc23)c1 | 9.5* | i
O=C(CN1C(=O)NC2(CCCCCC2)C1=O)N1CCC(Cc2ccccc2)CC1 | i | i
CC(=O)c1oc2ccccc2c1NC(=O)COC(=O)c1ccc(-n2nc(C)cc2C)cc1 | i | i
O=C(Nc1nnc(C23CC4CC(CC(C4)C2)C3)s1)c1ccco1 | i | i
CCn1ccnc1CN(C)Cc1cn(-c2cc(C)ccc2C)nc1-c1ccccc1 | i | i
CCN(CC)CCN1C(=O)C(O)=C(C(=O)c2ccco2)C1c1ccccn1 (centres undefined) | i | i
Cc1ccc(CN2CCN(CC3CC4C=CC3C4)CC2)cc1 (centres undefined) | i | i
Cc1cc(C(=O)N2CCN(Cc3ccccc3)CC2)ccc1[N+](=O)[O-] | i | i
CC(C)N(C(=O)COC(=O)[C@H](C)NC(=O)c1ccco1)c1ccccc1 | i | i
CC(C)C[C@H]1COCCS(=O)(=O)N1Cc1cccc(C(F)(F)F)c1 | i | i
N#Cc1cccc(CN2CCC(=O)N(CCO)CC2)c1 | i | i
Cc1ccc(Nc2c(-c3ccc(N(C)C)cc3)nc3ncccn23)cc1 | i | i
O=C(Nc1cccnc1)c1ccc(Cl)c(S(=O)(=O)N2CCCC2)c1 | i | i
CC(C)C(NC(=O)C1CCCCC1)C(=O)Nc1ccncc1 (centres undefined) | i | i
CCc1nnc2c3cnn(-c4ccccc4)c3ncn12 | i | i
CC(=O)n1nc(-c2ccco2)nc1SCc1ccccc1 | i | i
Cc1cc(C)cc(NC(=O)c2ccc(Cn3nc(C)c(Cl)c3C)o2)c1 | i | i
CCn1ncc(C2=NOC(C(=O)N3CCC(C(N)=O)CC3)C2)c1C (centres undefined) | i | i
S=c1[nH]nc(-c2ccc(Cl)cc2)n1/N=C/c1cccs1 | i | i
CCOc1cccc(-c2nnc(SCC(=O)Nc3cc(C)ccc3OC)n2N)c1 | i | i
CCC1(c2ccc(F)cc2)NC(=O)N(CC(=O)Nc2ccccc2C)C1=O (centres undefined) | i | i
S=c1[nH]nc(-c2cccc(Cl)c2)n1Cc1ccccc1 | i | i
CC(C)C[C@H](NC(=O)[C@H]1N2C(=O)c3ccccc3C2SC1(C)C)C(=O)N[C@@H](Cc1ccccc1)C(=O)O (some centres undefined) | i | i
Cc1ccc(NC(=O)N2CCOCC2)c(C)c1 | i | i
COC(=O)c1cc(C(=O)Nc2nnc(CC(C)C)s2)cc([N+](=O)[O-])c1 | i | i
Cc1ccc(O)c(NC(=O)C2=CC(c3cccs3)=NS(=O)(=O)N2C)c1 | i | i
O=C(NC1CCCC1)c1cnc2n(c1=O)CCS2 | i | i
CCCCN1C[C@H](Cc2ccccc2)[C@@H](CC(=O)NCc2ccc(OC)cc2)C1=O | i | i
Cc1ncc([N+](=O)[O-])n1CC(=O)Nc1ccccc1F | i | i
Cc1c(S(=O)(=O)N2CC(C)CC(C)C2)c(=O)n(C)c(=O)n1C (centres undefined) | i | i
O=C(COC(=O)Cc1ccsc1)NCc1ccccc1 | i | i
COc1ccccc1NC(=S)N1CCCCCC1 | i | i
Cc1ccc(-c2nnn(CC(=O)N(Cc3cccs3)C(C(=O)NC(C)(C)C)c3ccc(C)o3)n2)o1 (centres undefined) | i | i
COc1ccc(C(=O)C2CCCN(C(=O)c3cc(C)nc(C)n3)C2)cc1OC (centres undefined) | i | i
COc1cc2[nH]c(=S)n(C3CCN(Cc4ccccc4)CC3)c(=O)c2cc1OC | i | i
Nc1nc(SCC(=O)c2cc3ccccc3o2)n[nH]1 | i | i
CN1CCNC(=O)C1CC(=O)O (centres undefined) | i | i
Cc1ccc(-c2csc(N(CCCN(C)C)C(=O)c3ccco3)n2)cc1 | i | i
CCOCC(=O)Nc1ccc(F)c(F)c1 | i | i
O=C(c1cc2n(n1)C(C(F)(F)F)CC(c1ccco1)N2)N1CCc2ccccc2C1 (centres undefined) | i | i
Cn1c(=O)c2[nH]c(N3CCN(c4ccccn4)CC3)nc2n(C)c1=O | i | i

Grouped by structure, the entries above containing an NH in an aromatic ring.
SMILES | CHT allo act | CHT block
Cc1cccc2cc(CN(CCCO)C(=O)Nc3ccccc3Cl)c(=O)[nH]c12 | i | i
CCOc1ccc(-c2[nH]ncc2-c2ccc(Cl)cc2)c(O)c1 | i | i
Cc1ccccc1C(=O)c1c[nH]c(C(=O)NCC2CCCO2)c1 (centres undefined) | i | i
O=c1[nH]nc(SCc2nnc(-c3ccc([N+](=O)[O-])cc3)o2)n1C1CCCCC1 | i | i
CCOC(=O)c1[nH]c(C)c(C(=O)OCC(=O)N2CCc3ccccc32)c1C | i | i
CC(=O)c1c(C)[nH]c(C(=O)COC(=O)CNS(=O)(=O)c2ccccc2)c1C | i | i
Cc1ccccc1CSc1[nH]c(=O)ncc1C | i | i
N#C/C(=C\c1ccc[nH]1)C(=O)Nc1ccccc1Cl | i | i
O=[N+]([O-])c1ccc(N2CCCCC2)c(-c2nn[nH]n2)c1 | i | i
Cc1cccc(NC(=S)N=Nc2c(O)[nH]c3ccccc23)c1 | 9.5* | i
S=c1[nH]nc(-c2ccc(Cl)cc2)n1/N=C/c1cccs1 | i | i
S=c1[nH]nc(-c2cccc(Cl)c2)n1Cc1ccccc1 | i | i
COc1cc2[nH]c(=S)n(C3CCN(Cc4ccccc4)CC3)c(=O)c2cc1OC | i | i
Nc1nc(SCC(=O)c2cc3ccccc3o2)n[nH]1 | i | i
Cn1c(=O)c2[nH]c(N3CCN(c4ccccn4)CC3)nc2n(C)c1=O | i | i

High-throughput results (PubChem)
